Thrombin inh: blocks human thrombin protease activity; P00734; 0.26% of 220,000 active; alpha-thrombin, Boc-VPR-AMC fluorogenic substrate cleavage; inhibition, % at 5 µM;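 active = inhibition at or above 40%; inactive = inhibition below 40%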;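 also: 0% = enzyme with no compound and 100% = wells without enzyme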
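Material: human alpha-thrombin enzyme / Medium: pH 7.5 Tris (50 mM) with NaCl 150 mM, Tween 20 0.05% / Compound: single-point dosing at 5 µM, 0.2% DMSO / Incubation: enzyme reaction carried out at room temperature / Detection: AMC fluorescence, 355/460 nm / Read-out basis: percent inhibition scaled between no-compound controls and no-enzyme blanks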
Runt-SMMHC FRET: Runt domain-CBFb-SMMHC interaction inhibition; Cerulean-Runt/Venus-CBFb-SMMHC FRET ratio 530/480, 1 h; inhibition, % at 20 µM; 0.74% of 220,000 active;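 active = mean inhibition across duplicate retests at 20 µM reaching about 50%, limit read from the data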;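 also: 0% = DMSO wells and 100% = wells with excess untagged CBFb-SMMHC; inhibitors lower the FRET ratio by blocking Runt binding to CBFb-SMMHC; some results filed as inactive read as strong as hits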
FXIIa inh 1536: blocks human coagulation factor XIIa protease activity; 0.3% of 220,000 active; purified FXIIa, Boc-QGR-AMC fluorogenic substrate, 2 h; AID 800; inhibition, % at 5 µM; P00748; in the data active = inhibition above about 40%;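 also: 0% = enzyme with no compound and 100% = blank without enzyme; many of its hits are not listed in these tables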
Target sequence (P00748 20-372 limits assumed): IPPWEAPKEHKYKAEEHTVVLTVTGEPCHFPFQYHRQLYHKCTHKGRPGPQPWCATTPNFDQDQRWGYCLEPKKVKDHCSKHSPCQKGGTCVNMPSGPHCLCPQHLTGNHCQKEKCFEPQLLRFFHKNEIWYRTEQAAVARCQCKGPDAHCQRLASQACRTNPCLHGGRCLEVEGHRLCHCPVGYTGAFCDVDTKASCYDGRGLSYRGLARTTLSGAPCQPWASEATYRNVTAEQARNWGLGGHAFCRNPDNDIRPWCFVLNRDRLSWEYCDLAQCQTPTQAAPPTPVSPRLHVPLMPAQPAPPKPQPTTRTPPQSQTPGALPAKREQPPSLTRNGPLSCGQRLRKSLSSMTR
Target sequence (P00748 373-615 limits assumed): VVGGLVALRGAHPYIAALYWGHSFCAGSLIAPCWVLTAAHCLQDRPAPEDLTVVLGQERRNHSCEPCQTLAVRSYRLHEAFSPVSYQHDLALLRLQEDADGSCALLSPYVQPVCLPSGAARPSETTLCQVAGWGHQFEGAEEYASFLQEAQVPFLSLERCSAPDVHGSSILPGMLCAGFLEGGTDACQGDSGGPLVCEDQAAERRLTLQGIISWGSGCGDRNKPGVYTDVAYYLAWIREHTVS
hK5 inh: blocks human kallikrein 5 protease activity; AID 873; 0.59% of 210,000 active; Q9Y337; recombinant hK5, fluorogenic AMC substrate cleavage; inhibition, % at 5 µM;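 active = inhibition of 40% or more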;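 also: 0% = enzyme controls without compound and 100% = no-enzyme blanks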
Target sequence (Q9Y337 67-293 limits assumed): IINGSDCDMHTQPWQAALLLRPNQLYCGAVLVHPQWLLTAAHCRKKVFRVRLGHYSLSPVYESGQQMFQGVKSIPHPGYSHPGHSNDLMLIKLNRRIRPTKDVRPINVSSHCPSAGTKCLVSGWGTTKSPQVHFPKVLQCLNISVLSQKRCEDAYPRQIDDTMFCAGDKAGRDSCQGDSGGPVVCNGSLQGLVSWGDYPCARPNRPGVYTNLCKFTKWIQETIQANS
14-3-3 Bad PPI: disrupts binding of bovine 14-3-3 zeta to phospho-Bad peptide; P63103; 0.71% of 220,000 active; inhibition, % at 21.7 µM; TR-FRET 14-3-3zeta/Dy647-pBad peptide displacement, 1 h; AID 781;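 active = inhibition above about 70%, limit read from the data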;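 also: 0% = full 14-3-3 plus peptide FRET controls and 100% = background without 14-3-3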
Runt-CBFb FRET: inhibitors of human RUNX1 Runt domain binding to CBFb; 0.46% of 220,000 active; Cerulean-Runt/Venus-CBFb FRET ratio 530/480, 1 h; inhibition, % at 20 µM; Q01196+Q13951;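 active = inhibition over about 50% at 20 µM in the single-dose screen, limit read from the data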;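 also: 0% = DMSO wells and 100% = excess unlabeled CBFb competitor control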
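System: Cerulean-labeled Runt domain protein | Quantity: 100 nM of each labeled protein | Schedule: 1 h compound exposure, room temperature | Detection: Fluorescence energy transfer, 422 nm excitation, 530/480 nm emission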
Hck-Nef inh: inhibitors of human Hck kinase activated by Nef; Recombinant Hck-YEEI plus Nef, Z-Lyte FRET kinase assay; inhibition, % at 20 µM; 0.68% of 220,000 active;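 active = Hck-Nef kinase inhibition above about 50%, limit read from the data; inactive = inhibition below that limit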;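 also: 0% = DMSO with Hck plus Nef and 100% = Hck alone without Nef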
Wee1 degr inh: blocks degradation of human Wee1 kinase; reporter increase, % at 5 µM; P30291; HeLa Luc-Wee1K328M stability, luciferase luminescence; 100% = proteasome inhibitor MG132 effect; 1.2% of 220,000 active;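 active = activation above the mean of all tested compounds plus 3 SD, set per screening run, cut at about 8.8% in these data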;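 also: cells exposed to compound for 20 h before luminescence read; 0% = DMSO alone and 100% = MG132 at 30 µM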
FXIa inh 1536: blocks human coagulation factor XIa protease activity. P03951. purified FXIa, Boc-Glu-Ala-Arg-AMC fluorogenic substrate. inhibition, % at 5 µM. 0.14% of 220,000 active. AID 798;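 active = inhibition of at least 40%; inactive = inhibition below 40%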;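 also: fluorescence of freed AMC excited at 355 nm; 0% = enzyme without compound and 100% = no enzyme blank; many of its hits are not listed in these tables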
Numbers without * were called inactive; / = no result given; [ ] = remark or other dose.

The line under a structure holds: Thrombin inh	Runt-SMMHC FRET	FXIIa inh 1536	hK5 inh	14-3-3 Bad PPI	Runt-CBFb FRET	Hck-Nef inh	Wee1 degr inh	FXIa inh 1536
CC(C)CCn1c(SCCN2CCOCC2)nc2c1c(=O)[nH]c(=O)n2C
 : -0.9	5.1	15.9	-3.8	4.2	-1.7	0.0	-1.4	7.2
CC(=O)Nc1ccc(S(=O)(=O)N2CCN(CC3CC4C=CC3C4)CC2)cc1 (stereo not given)
 : -9.3	0.0	4.5	-1.4	3.0	3.1	-3.5	-3.5	-3.8
COc1cc(O)c(C(CCN2CCCCC2)c2ccc(N(C)C)cc2)c(OC)c1 (stereo not given)
 : -5.6	0.3	3.7	-2.1	-3.1	3.8	22.0	/	-2.6
O=C(NCc1ccco1)c1cc([N+](=O)[O-])ccc1Cl
 : -2.7	0.0	5.2	-1.6	-6.1	3.1	21.0	-1.6	0.5
CCOC(=O)c1[nH]c2ccc(F)cc2c1N=C(C)N(CC)CC
 : 1.0	0.4	17.4	-11.2	2.6	1.8	-1.4	2.2	3.1
CCOc1ccccc1N1CCN(CC(=O)Nc2nnc(CC)s2)CC1
 : 6.2	-2.4	21.8	-12.3	9.6	-2.4	2.8	-1.3	17.5
O=C(COc1ccc(Br)cc1Cl)NC1CCCCC1
 : 2.0	-3.4	9.2	-9.0	6.0	-4.1	3.7	2.4	10.2
CN(C)C(=S)Nc1nc2ccccc2s1
 : -0.1	17.2	17.1	13.0	-3.2	47.8	5.9	2.9	11.5
O=C(CSc1nc2ccc(Cl)cc2[nH]1)c1c[nH]c2ccccc12
 : 7.7	-0.3	3.5	-3.8	-2.0	1.0	4.7	1.8	-8.2
O=C(NCc1ccc2c(c1)OCO2)C1CCCN(S(=O)(=O)c2cccc3nonc23)C1 (stereo not given)
 : -3.2	-2.7	-4.0	2.0	6.1[fluorescence artefact?]	0.8	-0.7	-2.7	-9.8
Cc1cccc(NC(=S)NNC(=O)c2cc3c(s2)CCC(C)C3)c1C (stereo not given)
 : -13.8	-0.3	-0.3	-93.9	-1.2[fluorescence artefact?]	-0.8	2.9	-2.2	-4.7
N/C(Cn1cncn1)=N\OC(=O)c1ccc(Cl)cc1
 : -2.0	2.9	6.5	10.3	-20.6	-0.6	20.8	-3.1	4.9
CCN(C(=O)/C=C/c1ccc2c(c1)OCO2)c1ccccc1
 : -0.6	2.4	14.0	-11.9	-12.1	-2.1	5.2	-1.2	10.3
CCC(C(=O)NC1CCCC1)n1c(SCc2cccc(C)c2)nc2ccncc21 (stereo not given)
 : -3.0	1.0	1.4	-9.2	8.1	2.0	-2.8	1.6	-5.8
CC(=O)C1=NN(c2ccccc2)C(c2cccs2)N1c1ccc(N(C)C)cc1 (stereo not given)
 : 0.5	2.2	13.1	1.7	5.4	1.6	-23.8	-1.2	7.0
Cc1cc(C)n(-c2nnc(C)n2/N=C/c2cc(Br)ccc2OCc2ccccc2)n1
 : 0.9	-5.3	6.3	7.2	0.5[fluorescence artefact?]	-5.5	1.7	-0.4	5.9
O=C(CSc1nnc(CNc2ccccc2)o1)N1CCN(C(=O)c2ccco2)CC1
 : -3.6	4.5	10.4	-11.0	7.2	-0.8	0.8	4.3	-2.7
O=C(Nc1cnc2sc3c(n2c1=O)CCCC3)c1ccc(F)cc1
 : 1.3	1.3	16.5	8.1	8.5	-2.9	0.5	-1.5	4.2
COC(=O)C1=C(C)NC(=O)CC1c1cc(Br)ccc1F (stereo not given)
 : 1.2	4.2	12.2	-7.3	-1.2[fluorescence artefact?]	-0.1	0.0	-0.7	4.2
COc1ccc(S(=O)(=O)N(Cc2nc3ccccc3c(=O)[nH]2)C2CCCC2)cc1
 : 3.2	-4.5	18.4	-18.9	3.9	0.4	0.7	0.2	6.5
CC(C)Sc1oc(-c2ccco2)nc1S(=O)(=O)c1ccccc1
 : 0.5	-0.3	13.0	4.0	1.4	-2.0	10.5	-0.1	-0.7
CCOc1cc(/C=N/Nc2ccc(C(=O)O)cc2)ccc1OC(=O)c1ccccc1C
 : 2.1	-4.1	7.1	5.8	4.9	-0.8	15.0	1.1	3.6
COc1ccc(CN(C)Cc2nc(Cc3cccc(F)c3)no2)c2cccnc12
 : 0.8	-1.5	7.4	-0.3	-2.3	-0.6	12.1	-1.4	3.3
Cc1ccc(Cl)c(NC(=O)CN2CCNC(=O)C2)c1Cl
 : -5.8	2.3	/	4.9	-2.8	-1.3	-33.7	3.8	2.1
CCCCNC(=S)Nc1ccc(Cl)cc1
 : 3.8	1.3	15.7	-1.0	-16.5	-1.6	6.1	0.7	10.7
Cc1ccc(N(C)C(=O)N2CCN(S(=O)(=O)c3ccc(C)c(C)c3)CC2)cc1
 : -5.1	-2.2	5.0	9.8	8.6	-2.6	-1.7	-1.9	-6.2
CC1(C)Cc2ccccc2C(N/N=C/c2ccc(Cl)cc2)=N1
 : -1.5	0.8	8.5	-12.9	-3.5[fluorescence artefact?]	-1.4	6.0	4.1	6.5
CSc1nc(Sc2cccc(Cl)c2)c2ccccc2n1
 : 24.1	-2.7	35.7	30.5	-6.9	-4.7	-0.5	0.2	14.1
Cc1c(C(=O)Oc2cccc3cccnc23)oc2ccccc12
 : 3.1	3.9	14.1	/	-14.4	1.0	17.4	3.1	2.5
Cc1cc(NC(=O)CCCn2cc([N+](=O)[O-])cn2)n(Cc2ccc(F)cc2)n1
 : 2.3	-1.3	-6.6	-20.8	-8.6	-0.4	-2.7	2.2	-4.3
O=C(NNC(=O)[C@@H]1CCCC[C@@H]1C(=O)O)Nc1ccccc1
 : -8.2	2.0	-8.8	-0.5	-0.6	-1.4	2.4	4.3	-9.6
COc1cccc(S(=O)(=O)c2nc(C)c3c(n2)CCC3)c1
 : -6.0	-0.7	-7.8	-16.6	-0.5	1.6	-19.5	-0.4	-3.9
CN(C(=O)CSc1nnc(-c2ccc(F)cc2)c2ccccc12)C1CCS(=O)(=O)C1 (stereo not given)
 : -0.9	-2.7	5.8	0.1	10.5	-0.2	15.7	-1.2	3.0
N#Cc1ccc(C(=O)Nc2cc(S(=O)(=O)N3CCCC3)ccc2OCC(F)(F)F)cc1
 : -2.1	-0.6	8.2	-18.7	-21.4	-1.5	5.9	1.4	2.1
O=C(COc1ccccc1)NCC(=O)NC1=NCCS1
 : -2.2	-0.8	6.7	-14.1	-7.7[fluorescence artefact?]	0.6	-1.3	5.0	4.8
COc1ccc(CCNC(=O)c2c(O)c3cccc4c3n(c2=O)CC4)cc1
 : -8.9	-3.9	-9.6	-2.8	-7.0[fluorescence artefact?]	-0.9	-0.4	1.6	-5.6
CC(C)COc1ccc(C(=O)N/C(=C\c2cccc([N+](=O)[O-])c2)C(=O)OC(C)C)cc1
 : -2.8	-1.9	13.6	10.2	-1.1	-0.6	-1.1	-0.7	1.2
CCc1c(C)sc(NC(=O)C2CCCO2)c1C#N (stereo not given)
 : 3.0	14.2	15.9	-1.4	10.8[fluorescence artefact?]	28.1	2.6	1.2	8.5
CCc1cc2c(=O)nc3n(c2s1)Cc1ccccc1/C3=C(/O)c1ccc(F)cc1
 : 5.1	57.8	15.5	-19.8	-15.3[fluorescence artefact?]	-74.3	0.8	0.7	4.7
O=C(Nc1ccccc1OC(=O)c1ccc(Cl)cc1)c1ccc(Cl)cc1
 : -5.0	-2.3	3.9	-3.7	-3.3	-0.2	-2.1	-1.9	-0.3
CCNS(=O)(=O)c1ccc2c(c1)NCC2
 : -6.2	1.9	1.6	-9.9	5.9	-1.5	-0.8	-0.6	-2.8
CCOC(=O)N1CCN(CC(O)COc2ccc(C)cc2C(C)(C)C)CC1 (stereo not given)
 : -3.1	-8.7	11.2	-19.9	-32.5	-4.4	1.4	-0.3	2.3
CCNC(=O)CSc1nc2ccccc2c(=O)n1-c1cccc(OC)c1
 : -0.8	4.8	6.2	15.7	-3.3	0.4	1.6	4.5	0.0
CC(C)(C)c1ccc(S(=O)(=O)NCC(=O)N2CCN(C(=O)c3ccco3)CC2)cc1
 : 3.2	-1.1	2.4	-11.1	20.7	-2.2	10.2	0.0	-6.7
O=C(CN1CCN(c2ccc(Cl)cc2)CC1)Nc1ccc(F)c(F)c1
 : -6.5	-5.4	9.3	16.5	2.5	-2.1	1.0	-1.2	-1.4
CCOC(=O)c1[nH]c(C)c(C(=O)OCC(=O)NC(=O)NC(C)(C)C)c1C
 : -8.9	-1.3	14.8	22.5	2.0[fluorescence artefact?]	-2.1	1.7	-0.7	3.2
OC(CN1C2=NCCCN2c2ccccc21)c1ccc2c(c1)OCO2 (stereo not given)
 : 4.3	-0.8	21.3	-7.9	1.3	-0.7	4.5	-0.9	2.0
Cc1cc(C)n2nc(C(=O)Nc3cccc(S(=O)(=O)N(C)c4ccccc4)c3)nc2n1
 : 1.6	1.1	10.1	0.3	2.2	9.4	14.9	-2.8	0.1
Cc1ccc(N(C(=O)C2COc3ccccc3O2)C(C(=O)NC2CCCCC2)c2cn(C)nc2C)cc1 (stereo not given)
 : -0.2	-1.4	1.9	-6.5	-6.1	-2.9	-10.0	5.0	0.5
CCOc1ccc(-n2nc3c(=S)[nH]nc(C)c3c2C)cc1
 : -2.9	0.1	3.4	-12.3	-3.0[fluorescence artefact?]	-3.6	5.0	-0.5	-1.5
CCOCCCNC(=O)C(NC(=O)Cc1cccs1)c1ccc(C)cc1 (stereo not given)
 : 0.1	1.5	6.8	0.2	-3.5	1.4	1.1	0.3	-1.1
CCCCOc1ccc(CN=C(N)N)cc1Cl
 : 0.7	4.9	3.8	2.1	-6.2	0.7	22.0	-1.0	1.5
COc1ccc(C(=O)O/N=C(/c2cccs2)C(C)(C)C)cc1
 : -5.0	0.9	0.2	14.2	-3.4	-2.1	-31.3	1.8	-6.8
Cc1cc(C)nc(SCc2nc3ncccn3c2Br)n1
 : -19.0	0.9	-12.3	-0.1	6.9	-0.4	0.8	-2.5	0.0
COc1ccc(C)cc1S(=O)(=O)N(C)CC(=O)NC1CC1
 : -5.3	0.0	2.8	-28.1	-6.7	0.4	3.7	-1.6	-4.6
Cc1ccc(NC(=O)CCC(=O)NNC(=O)c2cccs2)c(C)c1
 : 1.4	0.1	16.2	-10.8	-5.5	0.6	-2.1	-1.2	-3.1
CCOC(=O)c1c(C)nc2sccn12
 : 5.5	-0.8	10.4	-12.1	-9.8[fluorescence artefact?]	-1.1	-3.3	-0.6	4.4
Cc1cc(NC(=O)c2ccc(Cl)cc2)no1
 : -13.0	2.7	-4.9	-4.7	-4.8	12.2	1.7	3.7	1.5
